Screening data as filed in PubChem.
ANO1 block = TMEM16A chloride channel inhibitors, primary screen, cell-based, HTS | Anoctamin-1 (Mus musculus), Q8BHY3 | HEK293 TMEM16A/YFP iodide influx fluorescence, ionomycin | normalized B-score (activity score, 25-100; higher = stronger inhibition) at 10 µM | 310,000 tested, 1.2% active;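 active = ratio plate-corrected score three or more library SD toward inhibition, starting fluorescence score within five deviations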;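 note: score derived from kinetic fluorescence span divided by baseline fluorescence per well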
Target sequence (Q8BHY3 whole entry, looked up): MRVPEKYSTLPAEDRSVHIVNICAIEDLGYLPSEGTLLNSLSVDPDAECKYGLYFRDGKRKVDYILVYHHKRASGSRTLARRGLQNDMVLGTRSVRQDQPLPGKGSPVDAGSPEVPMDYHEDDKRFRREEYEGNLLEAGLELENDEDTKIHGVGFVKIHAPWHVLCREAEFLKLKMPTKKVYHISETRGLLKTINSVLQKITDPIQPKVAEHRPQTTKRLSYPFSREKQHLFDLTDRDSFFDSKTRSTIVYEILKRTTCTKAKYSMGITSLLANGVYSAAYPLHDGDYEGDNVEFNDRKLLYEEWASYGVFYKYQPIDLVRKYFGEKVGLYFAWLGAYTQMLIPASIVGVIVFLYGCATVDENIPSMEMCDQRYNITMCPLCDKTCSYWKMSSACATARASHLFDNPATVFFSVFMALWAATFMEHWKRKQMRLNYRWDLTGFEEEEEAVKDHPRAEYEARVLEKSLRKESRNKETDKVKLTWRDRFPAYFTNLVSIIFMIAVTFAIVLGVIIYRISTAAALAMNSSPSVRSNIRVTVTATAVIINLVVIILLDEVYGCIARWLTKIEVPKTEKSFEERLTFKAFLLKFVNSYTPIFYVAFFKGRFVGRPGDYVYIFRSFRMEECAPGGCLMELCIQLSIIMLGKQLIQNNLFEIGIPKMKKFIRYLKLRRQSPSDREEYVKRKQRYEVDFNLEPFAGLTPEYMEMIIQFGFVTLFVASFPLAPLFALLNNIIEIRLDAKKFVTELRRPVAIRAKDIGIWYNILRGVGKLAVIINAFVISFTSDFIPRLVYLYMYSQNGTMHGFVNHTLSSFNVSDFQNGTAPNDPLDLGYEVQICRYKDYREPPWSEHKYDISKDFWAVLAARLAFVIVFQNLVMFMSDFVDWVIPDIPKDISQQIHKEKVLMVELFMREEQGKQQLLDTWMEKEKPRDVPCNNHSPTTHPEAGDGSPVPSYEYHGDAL
TRPC6 inh = mouse TRPC6 channel inhibitors, primary screen, cell-based, HEK293, membrane potential dye; 310,000 tested, 1.1% active; ACh-evoked depolarization; hits give low values; AID 2553, 2010; B-score at 10 µM; Short transient receptor potential channel 6 (Mus musculus), Q61143;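 active = B-score under library mean minus 3 SD, initial fluorescence not abnormally high, positive integrated signal ratio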;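 note: B-score derived from integrated fluorescence ratio over the kinetic read; more negative B-score means stronger inhibition of depolarization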
TRPC4 potent = positive allosteric modulators of TRPC4, primary screen, cell-based, mouse TRPC4beta, HEK293 mu-opioid, Fluo-4 calcium | Short transient receptor potential channel 4 (Mus musculus), Q9QUQ5 | B-score at 10 µM | AID 2227, 2009 | 310,000 tested, 0.42% active | DAMGO EC20, Fluo-4 Ca2+ flux; hits give high values;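 active = B-score of calcium response area above 5 SD of library B-scores, with initial fluorescence ratio within 5 SD of library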;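 note: B-score of integrated fluorescence ratio over time as area under calcium response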
TRPC4 act = activators of mouse TRPC4 channel, primary screen, Fluo4 calcium, HEK293 TRPC4beta/mu-opioid cells | 310,000 tested, 0.49% active | Short transient receptor potential channel 4 (Mus musculus), Q9QUQ5 | Fluo4 calcium fluorescence; hits give high values | AID 2237, 2010 | B-score at 10 µM;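 active = B-score above 5 SD of library B-scores, and initial fluorescence ratio not above library mean plus 5 SD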;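 note: positive B-score marks a calcium rise read as TRPC4 activation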
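Assay system: HEK293 stable line with TRPC4beta plus mu-opioid receptor; schedule: 45 min room-temperature Fluo4 loading, 110 s read; technique: kinetic Fluo4 calcium fluorescence; evaluation: integrated baseline-normalised fluorescence ratio, converted to per-well B score; controls: buffer (low) and maximal DAMGO (high)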
SKKanGAS inh = S. pyogenes SKKanGAS growth inhibitors in kanamycin, primary screen, streptokinase expression inhibitor project, SKKanGAS strain, BacTiter-Glo luminescence; 6 h; inhibition, % at 7.5 µM; 300,000 tested, 1.3% active;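 active = mean replicate score, as percent of positive control median, at least 50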;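 note: strain carries kanamycin resistance gene driven by streptokinase promoter and grows in 40 µg/ml kanamycin; loss of luminescence reflects streptokinase promoter inhibition or plain growth inhibition; 0% = median of DMSO wells and 100% = positive control at its reference dose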
TMEM16A act = TMEM16A chloride channel activators or potentiators, primary screen, cell-based, HTS; Anoctamin-1 (Mus musculus), Q8BHY3; HEK293 TMEM16A/YFP-H148Q/I152L, iodide quench fluorescence; hits give low values; B-score at 10 µM; 340,000 tested, 0.3% active; AID 623877, 2012;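 active = fluorescence-ratio B-score plate-corrected deviation score at least 3 library SD below zero, with starting fluorescence score within 5 deviations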;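 note: channel opened by trigger with iodide after compound preincubation; score built on the fluorescence ratio of max minus min over baseline; more negative score means more quench and so TMEM16A activation or potentiation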
TRPC4 inh = inhibitors of mouse TRPC4 channel, primary screen, Fluo4 calcium, HEK293 TRPC4beta/mu-opioid cells; Short transient receptor potential channel 4 (Mus musculus), Q9QUQ5; DAMGO-evoked Fluo4 calcium flux; hits give low values; B-score at 10 µM; 300,000 tested, 0.39% active; AID 2247, 2010;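 active = B-score over 3 SD under the library average, no early fluorescence shift, positive overall ratio signal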
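Material: HEK293 cells with stable TRPC4beta plus mu-opioid receptor expression / Probe or stimulus: DAMGO in two steps, submaximal then maximal / Compound: single concentration per test compound / Technique: kinetic Fluo4 fluorescence imaging of calcium influx / Read-out: per-well B score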
MrgX1 allo act = positive allosteric modulators of MrgX1, primary screen, HEK293 cells, Fluo-4 calcium flux; Mas-related G-protein coupled receptor member X1 (Homo sapiens), Q96LB2; FDSS; hits give high values; B-score at 10 µM; 310,000 tested, 0.63% active;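 active = plate-corrected calcium response at least 3 library SD above typical, normal starting fluorescence, not activating the receptor alone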;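 note: compound read alongside a low EC10 to EC30 dose of BAM8-22 agonist; peak minus trough fluorescence over baseline measured at the second addition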
MrgX1 ag = agonists of human MrgX1 receptor, primary screen, HEK293 cells, Fluo-4 calcium flux. AID 588627, 2011. 310,000 tested, 0.44% active. B-score at 10 µM. Fluo-4 calcium fluorescence, agonist mode; hits give high values;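 active = calcium response B-score plate-corrected fluorescence ratio at least 3 library SD, with starting fluorescence B-score inside 5 SD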
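Test system: HEK293 cells stably expressing human MrgX1 receptor; amount: 15,000 cells per well; doses: compound delivered in addition one of three; times: overnight plating before 1 h dye loading; detection: Fluo-4 NW calcium-flux fluorescence, kinetic read; read-out basis: B-scored fluorescence response ratio; controls: positive and negative controls per plate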
TRPC6 activator = mouse TRPC6 channel activators, primary screen, cell-based, HEK293, membrane potential dye. HEK293-TRPC6 membrane potential dye fluorescence; hits give high values. B-score at 10 µM. 310,000 tested, 0.13% active;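 active = B-score of the integrated fluorescence ratio above library mean plus 3 SD, and starting fluorescence ratio within library mean plus 5 SD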;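 note: higher score means more depolarization so channel activation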
MrgX1 antagonist = antagonists of human MrgX1 receptor, primary screen, HEK293 cells, Fluo-4 calcium flux. BAM8-22 antagonism; hits give low values. B-score at 10 µM. 310,000 tested, 1.3% active;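 active = calcium-response B-score plate-corrected more than 3 library SD below zero, starting fluorescence within 5 deviations, no agonist response on first addition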;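 note: peak minus trough fluorescence over baseline after final BAM8-22 challenge near maximal dose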
An asterisk follows results filed as active; i = inactive; . = no result given.

SMILES	ANO1 block	TRPC6 inh	TRPC4 potent	TRPC4 act	SKKanGAS inh	TMEM16A act	TRPC4 inh	MrgX1 allo act	MrgX1 ag	TRPC6 activator	MrgX1 antagonist
Cc1ccc(CC2S/C(=C(/C#N)C(=O)N3CCOCC3)N(c3ccccc3)C2=O)cc1 (stereo unspecified)	i	i	i	i	2	i	i	i	i	i	i
COc1cccc(/C=N/NC(=O)CCCC(=O)NC2CCCCC2)c1	i	i	i	i	4	i	i	i	i	i	i
CCCn1c(=O)c2c(nc3n2CCCN3CCc2ccc(OC)c(OC)c2)n(C)c1=O	i	i	i	i	-2	i	i	i	i	i	-4.8*
COc1cc(C)c(CN2CCC(Cc3ccccc3)CC2)cc1C	i	i	i	i	2	i	i	i	i	i	i
COc1cc(NC(=O)c2cc3ccccc3cc2OC)ccc1NC(=O)c1cccs1	i	i	i	i	34	i	i	i	i	i	i
N#Cc1c(N)nc2c(c1-c1ccc(Br)s1)CCCC2	i	i	i	i	-5	i	i	i	i	i	i
Cc1ccc(/C=C/C(=O)N2CCc3ccccc32)o1	i	i	i	i	8	i	i	i	i	i	i
COc1ccc(-c2cc(=O)oc3c(C)c(OCC(=O)N[C@@H](Cc4ccc(O)cc4)C(=O)O)ccc23)cc1	i	i	i	i	4	i	i	i	i	i	i
CCc1ccc(C(O)(c2ccccc2OC)C(CN2CCOCC2)c2ccccc2)cc1 (stereo unspecified)	i	i	i	i	-2	i	i	i	i	i	i
COc1ccc(CCNc2ncnc3c2nnn3Cc2ccccc2)cc1OC	i	i	i	i	-6	i	i	i	i	i	i

In a second layout: two of the compounds above
Below each SMILES: ANO1 block | TRPC6 inh | TRPC4 potent | TRPC4 act | SKKanGAS inh | TMEM16A act | TRPC4 inh | MrgX1 allo act | MrgX1 ag | TRPC6 activator | MrgX1 antagonist
- COc1cc(C)c(CN2CCC(Cc3ccccc3)CC2)cc1C
  i | i | i | i | 2 | i | i | i | i | i | i
- COc1cc(NC(=O)c2cc3ccccc3cc2OC)ccc1NC(=O)c1cccs1
  i | i | i | i | 34 | i | i | i | i | i | i

Further results:
SMILES	ANO1 block	TRPC6 inh	TRPC4 potent	TRPC4 act	SKKanGAS inh	TMEM16A act	TRPC4 inh	MrgX1 allo act	MrgX1 ag	TRPC6 activator	MrgX1 antagonist
COc1cc2c(cc1NC(=O)COc1ccc3ccccc3c1)oc1ccccc12	i	i	i	i	-2	i	i	i	i	i	i
O=C(N1CCN(c2ccccc2)CC1)C12CC3CC(CC(C3)C1)C2	i	i	i	i	4	i	i	i	i	i	i
COc1cc(C(=O)N(C)Cc2cccc(OC)c2OC)ccc1OCC(=O)Nc1cccc(C(F)(F)F)c1	100*	i	i	i	-1	i	i	i	i	i	i
CCOC(=O)c1c(C)[nH]c(C)c1S(=O)(=O)N1c2ccccc2CC1C (stereo unspecified)	i	i	i	i	-11	i	i	i	i	i	i
CCOc1cccc(-c2cc(C(=O)N/N=C/c3ccc(OC)c(CN4CCOCC4)c3)c3ccccc3n2)c1	i	i	i	i	1	i	i	i	i	i	i
COc1ccc(N2CCN(C(=O)c3ccc(CNc4c(N5CCOCC5)c(=O)c4=O)cc3)CC2)cc1	i	i	i	i	1	i	i	i	i	i	i
CCc1c(C)nc(SCC(=O)N2CCN(c3ccccc3)CC2)[nH]c1=O	i	i	i	i	1	i	i	i	i	i	i
O=C(Nc1ccc(F)cc1)C1CC(=O)n2ncnc2N1 (stereo unspecified)	i	i	i	i	2	i	i	i	i	i	i
CCc1nnc(NC(=O)CN2C(=O)c3ccccc3C2=O)s1	i	i	i	i	-8	i	i	i	i	i	i
O=C(CN(c1ccccc1)S(=O)(=O)c1ccccc1)N/N=C/c1ccco1	i	i	i	i	-10	i	i	i	i	i	i
Cc1cn(CCC(=O)Nc2ccccc2N2CCOCC2)c2ccccc12	i	i	i	i	-3	i	i	i	i	i	i
CCOc1ccc(C(=O)Nc2ccc3[nH]ncc3c2)cc1	i	i	i	i	-1	i	i	i	i	i	i
O=S(=O)(c1ccc(Cl)cc1)N1CCCC(c2nc(-c3ccc(F)cc3)no2)C1 (stereo unspecified)	i	.	.	.	.	i	.	i	i	.	i
COc1cccc(C2=CC(c3cc(OC)ccc3OC)n3nnnc3N2)c1 (stereo unspecified)	i	i	i	i	4	i	i	i	i	i	i
CCCCCn1c(=O)[nH]c2c(c1=O)CCC2	i	i	i	i	19	i	i	i	i	i	i
Oc1ccc(-c2n[nH]c(=S)n2Cc2ccccc2)cc1	i	i	i	i	-2	i	i	i	i	i	i
CC(NC(=O)C(=O)N/N=C\c1cccc([N+](=O)[O-])c1)c1ccccc1 (stereo unspecified)	i	i	i	i	9	i	i	i	i	i	i
COc1ccc(OC)c(-c2cc(C(=O)Nc3sc4c(c3C#N)CCC(C)C4)c3ccccc3n2)c1 (stereo unspecified)	i	i	i	i	13	i	i	i	i	i	i
CCn1ncc(CN2CCCC(C(=O)c3cccc(OC(C)C)c3)C2)c1C (stereo unspecified)	i	i	i	i	6	i	i	i	i	i	i
CCCCCN1C=CC(=C2C(=O)c3ccccc3C2=O)C=C1	i	i	i	i	36	i	i	i	i	i	i
CC1=C(C(=O)OCC2CCCO2)C(c2ccc(C)cc2)C2=C(CC(C)(C)CC2=O)N1 (stereo unspecified)	i	i	i	i	0	i	i	i	i	i	i
CCC(=O)Nc1ccc2nc3c(=O)[nH]c(=S)[nH]c3nc2c1	i	i	i	i	3	i	i	i	i	i	i
OCCC1CN(Cc2ccc(F)cc2)CCN1CCc1ccccc1 (stereo unspecified)	i	i	i	i	0	i	i	i	i	i	i
Cc1ccc2cccc(OCc3ccc(Br)cc3)c2n1	i	i	i	i	2	i	i	i	i	i	i
CCCCc1c(C)nc2cc(-c3ccco3)[nH]n2c1=O	i	i	i	i	4	i	i	i	i	i	i
O=S(=O)(c1ccc(F)cc1)N1CCN=C1SCc1cccc(F)c1	i	i	i	i	-3	i	i	i	i	i	i
COC(=O)[C@@H](NC(=O)NCc1cccc(OC)c1)C(C)C	i	i	i	i	-4	i	i	i	i	i	i
Cc1ccc(/C=C/C(=O)N2CCN(c3cccc(C(F)(F)F)c3)CC2)cc1	i	i	i	i	3	i	i	i	i	i	i
Cc1cccc(NC(=O)CCC(=O)N/N=C/c2ccncc2)c1	i	i	i	i	1	i	i	i	i	i	i
COc1ccc(CCN(C)C(=O)CCNC(=O)c2ccc(Br)cc2)cc1OC	i	i	i	i	0	i	i	i	i	i	i
O=C(Nc1ccc2ccccc2c1)c1ccccc1O	i	i	i	i	7	i	i	i	i	i	i
Cn1cc(S(=O)(=O)CC(=O)N2CCCc3ccccc32)c2ccccc21	i	i	i	i	-3	i	i	i	i	i	i
CSc1ccc(-c2nnn(Cc3ccccn3)n2)cc1	i	i	i	i	3	i	i	i	i	i	i
O=C(NC1=NCCS1)C12CC3CC(C1)CC(C(=O)NC1=NCCS1)(C3)C2	i	i	i	i	9	i	i	i	i	i	i
Cc1cc(C)c(OCC(=O)N/N=C/c2ccco2)c(C)c1	i	i	i	i	1	i	i	i	i	i	i
CCOC(=O)c1[nH]c2ccc(C)cc2c1N=C(C)N(C)C	i	i	i	i	-2	i	i	i	45*	i	i
Cc1cc2nc(-c3ccc(SCc4ccc(C#N)cc4)nc3)[nH]c2cc1C	i	i	i	i	38	i	i	i	i	i	-6.1*
Cc1noc(C)c1S(=O)(=O)N1CCCC(C(=O)N2CCN(C3CCCCC3)CC2)C1 (stereo unspecified)	i	i	i	i	-3	i	i	i	i	i	i
CN(C)C(=O)COc1ccc2ccc(=O)oc2c1	i	i	i	i	-1	i	i	i	i	i	i
COC(=O)c1cc(Br)c(=O)n(Cc2ccco2)c1	i	i	i	i	3	i	i	i	i	i	i
COc1cc(C(=O)NC(=S)NNC(=O)c2ccc3c(c2)OCO3)cc(OC)c1OC	i	i	i	i	70*	i	i	i	60*	i	i
C#CCOCCOCCOCCNc1nc(N2CCN(C(=O)[C@H](Cc3ccc(O)cc3)n3cc([C@@H](N)C(C)CC)nn3)CC2)nc(N2CCN(C(=O)[C@H](Cc3cc4ccccc4[nH]3)n3cc([C@@H](N)C(C)CC)nn3)CC2)n1 (stereo partly specified)	i	i	i	i	0	i	i	i	i	i	i
COc1ccc(OC)c(/C=N\NC(=O)c2ccc(-c3ccccc3)cc2)c1	i	i	i	i	.	i	i	i	i	i	i
CC(C)CNC(=O)CCCc1ccccc1	i	i	i	i	-8	i	i	i	i	i	i
S=c1[nH]c(-c2cccs2)cn1-c1ccccc1	i	i	i	i	-8	i	i	i	i	i	i
Cc1ccc(NC(=O)C2CCN(S(=O)(=O)c3c(C)n[nH]c3C)CC2)nc1	i	i	i	i	2	i	i	i	i	i	i
CCOc1ccc(OCC(=O)Nc2c3c(nn2C(C)(C)C)CS(=O)(=O)C3)cc1	i	i	i	i	7	i	i	i	i	i	i
Cc1ccc(C)c(S(=O)(=O)N2CCCOC2CNC(=O)C(=O)NCCc2ccco2)c1 (stereo unspecified)	i	i	i	i	3	i	i	i	i	i	i
O=C(CSc1nc2ccccc2c(=O)n1CC1CCCO1)NCC1CCCO1 (stereo unspecified)	100*	i	i	i	1	i	i	8.2*	i	i	i
CC(=O)c1ccc(OCc2cc(C(=O)N3CCN(C4CCCC4)C(=O)C3)no2)cc1	i	i	i	i	-2	i	i	i	i	i	i
Cc1ccc(C(=O)CSc2nc3cccnc3n2C)cc1	i	i	i	i	5	i	i	i	i	i	i
COCCN(Cc1ccco1)C(=O)Cn1ncc2c(=O)oc3ccccc3c21	i	i	i	i	2	i	i	i	i	i	i
